CHO-K1 Ca PAM: M1 PAM counterscreen hit in parental CHO-K1 cells. actives 0.02% (n = 360,000). ATP EC20, Fluo-8 calcium fluorescence; 0% at ATP EC20, 100% at ATP max. AID 602247. activation, % at 3 µM;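 active = activation above the run cutoff, the mean activation of all test compounds plus 3 SD, cut at about 40% in these data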;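 note: peak over basal fluorescence ratio in a 140 s read after ATP addition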
OXTR potentiate: potentiators of human oxytocin receptor. AID 2445. activation, % at 3 µM. CHO-OTR cells, Fluo-8 calcium fluorescence, potentiator mode; 0% = oxytocin EC15, 100% = EC100. actives 0.061% (n = 320,000);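 active = activation above that plate's cutoff, the mean activation of tested compounds plus 3 SD, cut at about 6.6% in these data, passing the limit was not always enough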;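 note: 100% uses oxytocin at 75 nM as the full agonist control; some results filed as inactive read as strong as hits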
Target sequence (P30559 whole entry, looked up): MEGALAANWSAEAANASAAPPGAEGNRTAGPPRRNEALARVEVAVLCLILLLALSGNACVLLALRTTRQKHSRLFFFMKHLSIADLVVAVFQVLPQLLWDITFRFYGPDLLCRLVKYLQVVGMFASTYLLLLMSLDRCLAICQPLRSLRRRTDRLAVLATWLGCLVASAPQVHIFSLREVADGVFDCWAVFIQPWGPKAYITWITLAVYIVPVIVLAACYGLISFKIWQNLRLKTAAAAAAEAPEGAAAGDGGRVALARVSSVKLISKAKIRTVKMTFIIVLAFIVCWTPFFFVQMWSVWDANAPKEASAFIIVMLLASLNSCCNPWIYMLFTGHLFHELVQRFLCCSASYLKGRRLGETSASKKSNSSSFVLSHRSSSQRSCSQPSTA
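Replication – single well per compound, singlicate · Assay system – CHO cell line stably expressing human OTR · Timing – 6 min pre-incubation, 100 s read · Measure – normalized max/min fluorescence ratio, % activation · Doses – 3.0 µM, one dose · Detection – Fluo-8 calcium dye fluorescence · Probe or stimulus – oxytocin near EC15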
M1 ag parental: counter-screen for M1 agonists: effect in parental CHO-K1 cells; Fluo-8 calcium fluorescence; scaled to maximal ATP response, vehicle zero; actives 0.48% (n = 360,000); activation, % at 3 µM; AID 602248; in the data active = activation above about 15%;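 note: untransfected CHO-K1 host cells lacking M1 receptor as counterscreen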
CHRM1 agonist: activates human CHRM1 receptor. activation, % at 3 µM. actives 0.33% (n = 360,000). P11229. CHO-K1 hM1, Fluo-8 calcium fluorescence, agonist mode; 0% DMSO, 100% acetylcholine EC100;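 active = activation above the run's mean compound activation plus 3 SD, cut at about 16% in these data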;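 note: peak over basal fluorescence ratio within a 140 s kinetic read after compound addition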
CHO-K1 Ca antag: nonselective inhibitor or artifact in parental CHO-K1 cells. ATP-induced calcium, Fluo-8 fluorescence. inhibition, % at 3 µM. actives 0.6% (n = 360,000). AID 602250;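 active = inhibition above a per-plate cutoff, the plate's mean sample inhibition plus 3 SD, cut at about 24% in these data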;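 note: 0% = DMSO plus EC80 ATP and 100% = DMSO alone without ATP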
CHO parental Ca: signal in parental CHO cells, OX1R antagonist counter-screen; parental CHO-K1, ATP-induced calcium, Fluo-8 fluorescence; inhibition, % at 5.6 µM; actives 0.63% (n = 330,000); AID 463079;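 active = inhibition above that plate's mean sample inhibition plus 3 SD, cut at about 26% in these data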;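 note: 0% = ATP-challenged DMSO wells and 100% = DMSO wells without ATP; some compounds past the cut are filed as inactive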
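Material: parental CHO cells / Compound: single nominal dose of 5.6 µM per compound / Signal: Fluo-8 fluorescence / Replicates: singlicate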
TAAR1 ag: agonists of human TAAR1; CHO RD-HGA16 TAAR1, Fluo-8 calcium fluorescence; vehicle wells 0%, saturating PEA agonist 100%; activation, % at 3 µM; actives 0.99% (n = 360,000);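 active = activation above the mean activation of all test compounds in the run plus 3 SD, cut at about 38% in these data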
Target sequence (Q96RJ0 whole entry, looked up): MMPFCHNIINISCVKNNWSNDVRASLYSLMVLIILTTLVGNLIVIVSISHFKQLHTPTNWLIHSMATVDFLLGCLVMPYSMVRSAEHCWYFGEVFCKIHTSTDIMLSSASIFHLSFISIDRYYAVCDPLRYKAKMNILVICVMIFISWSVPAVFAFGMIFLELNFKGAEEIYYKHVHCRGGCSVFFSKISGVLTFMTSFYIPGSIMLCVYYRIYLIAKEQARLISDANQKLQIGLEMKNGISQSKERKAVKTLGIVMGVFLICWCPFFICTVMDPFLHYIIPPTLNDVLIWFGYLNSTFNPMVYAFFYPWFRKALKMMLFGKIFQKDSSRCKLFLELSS
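test system = CHO RD-HGA16 cells carrying human TAAR1 plus Gα16 | schedule = 17-24 h seeding, 75 min 37 °C dye, 30 min RT | compound dosing = 3 µM single concentration | control set = DMSO and PEA EC100 | replicates = n 1 | signal = Fluo-8 fluorescence, 5 s baseline then 140 s kinetic read | measure = percent activation vs PEA EC100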
TAAR1 antag: antagonists of human TAAR1 | inhibition, % at 3 µM | CHO RD-HGA16 TAAR1, Fluo-8 calcium fluorescence, antagonist | actives 1.5% (n = 360,000);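 active = inhibition above a per-plate cutoff, the mean inhibition of test compounds on that plate plus 3 SD, cut at about 49% in these data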;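 note: 0% = DMSO plus EC80 beta-PEA response and 100% = DMSO alone without agonist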
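test system = CHO RD-HGA16 cells bearing hTAAR1 | replication = singlicate | controls = DMSO-only wells and EC80 β-PEA-stimulated wells | reagent = EC80 β-phenethylamine stimulus | read-out basis = percent inhibition of PEA-evoked calcium signal, max/basal emission ratio | schedule = seeding 17-24 h prior, 75-min 37 °C, 30-min RT dye loading | signal = kinetic Fluo-8 calcium fluorescence measurement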
CHRM1 antagonist: blocks human M1 muscarinic receptor. inhibition, % at 3 µM. P11229. CHO-K1 hM1, Fluo-8 calcium fluorescence, ACh EC80 antagonist. actives 1.3% (n = 360,000);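 active = percent inhibition above its own plate's cutoff, namely the mean of that plate's compound wells plus 3 SD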;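 note: peak over basal fluorescence ratio during 140 s after agonist addition; 0% = ACh EC80 plus DMSO and 100% = DMSO alone without agonist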
Active calls of the source: *; . = not tested or not shown. Compounds were not picked by outcome. About 4.2% of those tested had a hit in this group.

SMILES | CHO-K1 Ca PAM | OXTR potentiate | M1 ag parental | CHRM1 agonist | CHO-K1 Ca antag | CHO parental Ca | TAAR1 ag | TAAR1 antag | CHRM1 antagonist
CCCNC(=O)C(CC)NC(=O)c1ccc(C#N)cc1 (stereo not given) | 9 | 1 | -0.1 | 0 | -2 | 6 | 2 | 3 | 4
Cc1ccc(S(=O)(=O)/C(C#N)=C/c2c(N3CC(C)OC(C)C3)nc3c(C)cccn3c2=O)cc1 (stereo not given) | 22 | 0 | 1.1 | -7 | -8 | -1 | 3 | 1 | 0
CCc1nc2ccc(C(=O)N3CCN(C(=O)c4ccco4)CC3)cn2c1N(C)C(=O)Nc1ccccc1OC | 10 | . | 0.6 | -5 | -12 | . | -1 | -16 | -17
COc1ccc(OC)c(C(=O)c2oc3ccccc3c2NC(C)=O)c1 | 0 | 1 | 0.1 | -5 | 9 | -8 | 9 | -4 | 5
COC(=O)N1CCc2c(sc(NC(=O)C3COc4ccccc4O3)c2C(N)=O)C1 (stereo not given) | 13 | -11 | 5.0 | -2 | 5 | -15 | 20 | 9 | 11
Cc1cc(OCc2ccc(C(=O)Nc3ccc(C(=O)O)cc3)o2)ccc1Cl | -26 | -16 | 0.7 | -3 | 5 | 0 | 29 | 50* | -19
Fc1ccc(-c2nn(-c3ccccc3)cc2CNCc2ccccc2)cc1 | 10 | -7 | 1.2 | 0 | -2 | -18 | 16 | 27 | -3
O=C(NCc1ccco1)c1cccc(NS(=O)(=O)c2cccc(F)c2)c1 | 17 | -2 | 0.4 | -3 | -12 | -7 | 2 | -11 | -12
CCC(=O)Nc1ccc(NC(=S)NC(=O)c2oc3ccccc3c2C)cc1 | 26 | -7 | 0.4 | -4 | -10 | -6 | 6 | -25 | -12
O=C(NCCN1CCOCC1)c1ccccc1Oc1ccccc1 | 12 | -3 | 0.0 | -4 | -12 | 1 | 13 | 15 | -4
NC(=O)[C@H]1CC2(CC(c3cccc(NC(=O)[C@H]4CCC(=O)N4)c3)=NO2)CN1C(=O)c1ccccc1 (stereo not given in full) | 5 | -11 | 0.2 | -2 | -8 | -2 | 0 | 5 | -6
CC(C)C(NC(=O)/C(=C/c1ccco1)NC(=O)c1ccc(Br)o1)C(=O)O (stereo not given) | -22 | -11 | -0.2 | 2 | -2 | -5 | 0 | 7 | -6
O=C1CN(C(=O)NCC(=O)N[C@H](Cc2ccccc2)C(=O)O)c2ccccc2N1 | 23 | -5 | 1.6 | 0 | 0 | -4 | 2 | 0 | -9
CCCCC(=O)Nc1cccc(-c2nc3ncccc3o2)c1 | 2 | -1 | 1.3 | -2 | 7 | -18 | 8 | 10 | -2
CN1CCN(C(CNC(=O)C(=O)Nc2ccc3c(c2)OCCO3)c2ccc(F)cc2)CC1 (stereo not given) | 12 | -1 | 1.2 | -8 | -13 | -17 | 2 | -6 | 8
COc1cc(C)c(C(C)C)cc1S(=O)(=O)NCCCn1ccnc1 | 2 | -2 | -0.1 | -7 | 0 | -15 | 0 | 5 | 19
CCc1nc(SCC(=O)N2CCOCC2)c2c(=O)n(C)c(=O)n(C)c2n1 | -2 | -3 | 0.6 | -2 | 3 | -8 | 1 | -7 | 1
COC(=O)Cc1c(C)nc(SCc2ccccc2)[nH]c1=O | -6 | -18 | 4.5 | -2 | 8 | -2 | -1 | 9 | 1
CCCC(=O)n1nc(-c2ccc(OC)cc2)nc1N | 26 | -6 | 0.6 | -2 | -7 | 0 | 15 | 8 | -7
COc1ccc(N2CCN(CC(O)c3c[nH]c4ccc(OC)cc34)CC2C)cc1 (stereo not given) | 5 | -15 | 2.6 | -2 | 3 | -19 | 10 | -4 | -10

Four records drawn at random from those above:
SMILES | CHO-K1 Ca PAM | OXTR potentiate | M1 ag parental | CHRM1 agonist | CHO-K1 Ca antag | CHO parental Ca | TAAR1 ag | TAAR1 antag | CHRM1 antagonist
NC(=O)[C@H]1CC2(CC(c3cccc(NC(=O)[C@H]4CCC(=O)N4)c3)=NO2)CN1C(=O)c1ccccc1 (stereo not given in full) | 5 | -11 | 0.2 | -2 | -8 | -2 | 0 | 5 | -6
Cc1cc(OCc2ccc(C(=O)Nc3ccc(C(=O)O)cc3)o2)ccc1Cl | -26 | -16 | 0.7 | -3 | 5 | 0 | 29 | 50* | -19
Fc1ccc(-c2nn(-c3ccccc3)cc2CNCc2ccccc2)cc1 | 10 | -7 | 1.2 | 0 | -2 | -18 | 16 | 27 | -3
O=C(NCCN1CCOCC1)c1ccccc1Oc1ccccc1 | 12 | -3 | 0.0 | -4 | -12 | 1 | 13 | 15 | -4

The listing continues:
SMILES | CHO-K1 Ca PAM | OXTR potentiate | M1 ag parental | CHRM1 agonist | CHO-K1 Ca antag | CHO parental Ca | TAAR1 ag | TAAR1 antag | CHRM1 antagonist
Cc1ccc(S(=O)(=O)NCCC2=CCCCC2)cc1C(N)=O | 2 | -15 | 13 | 3 | 8 | 9 | 4 | 9 | 15
COc1ccc(NC(=O)CN(C)CC(=O)Nc2ccc3c(c2)CCC3)cc1 | 21 | -8 | 0.7 | -9 | -7 | -27 | 14 | 11 | -7
CCCCN1C(=O)N(C)C2NC(=S)NC21 (stereo not given) | 13 | 3 | 0.5 | -2 | -5 | 4 | 0 | -1 | -16
CCn1c(SCC(=O)Nc2ccccc2OC)nnc1-c1cnccn1 | -5 | 2 | 0.1 | -4 | 9 | -9 | 2 | 1 | 7
O=C(N/N=C/c1cc(Cl)ccc1O)c1ccncc1 | 15 | -1 | 4.3 | 1 | -21 | -9 | 4 | -2 | -3
CC1CCC2C(C1)Nc1c(C(=O)O)cccc1C2(C)C (stereo not given) | 15 | -7 | 0.2 | -3 | -16 | 9 | 0 | 1 | -10
CC(=O)Oc1ccc(CN2C(=O)C(CCc3ccccc3)ON=C2c2cnccn2)cc1 (stereo not given) | 7 | . | 2.4 | 0 | 1 | . | 10 | 25 | 4
COc1cc2cc(CN(Cc3cccnc3)C(=O)NCc3ccccc3)c(=O)[nH]c2cc1OC | -8 | -3 | 0.6 | -3 | 13 | -18 | 7 | 5 | 0
CCC(=O)NCc1csc(-c2cccs2)n1 | -11 | 5 | 0.5 | 0 | 6 | -12 | 3 | -6 | 1
COc1ccc(C2/C=C\CN(S(=O)(=O)c3ccc(C)cc3)CC(=O)N2Cc2cccc(F)c2)cc1 (stereo not given) | -15 | . | -1.1 | 4 | 5 | -14 | 2 | -3 | -16
O=C1NCCN(CC2CCN(CC3CCCC3)CC2)C1=O | 12 | . | 1.3 | -5 | -6 | . | 2 | 8 | -10
O=C(c1ccco1)N1CCN(CC(O)COc2ccc(Br)cc2)CC1 (stereo not given) | -10 | -12 | 5.7 | -11 | -6 | -11 | -1 | -11 | 5
OC(C#CCN1CCCC1)(c1ccccc1)c1cccnc1 (stereo not given) | -15 | -1 | 3.6 | -9 | 13 | 0 | 0 | -1 | 99*
Cc1ccc(C(=O)NN=CC(=O)c2ccccc2)c(C)c1 | 5 | -3 | 1.2 | -4 | -10 | -18 | -2 | 11 | 6
O=C(/C=C/c1ccc(Cl)c(Cl)c1)NCCCn1ccnc1 | 14 | -3 | 0.5 | -7 | -16 | -18 | 1 | 3 | -11
CC(C)COC(=O)Nc1nnc(SCc2ccccc2F)s1 | 2 | 3 | -0.1 | -7 | 0 | -15 | 29 | 20 | 5
Cc1ccc(NC(=O)COC(=O)c2ccc3c(c2)OCO3)cc1S(=O)(=O)N1CCCCC1 | 18 | -7 | 2.9 | -10 | -6 | -26 | 11 | 7 | -3
Cc1cc2c(cc1C)C(c1ccsc1)CC(=O)N2 (stereo not given) | 8 | -5 | 0.1 | 0 | -12 | -14 | 4 | -4 | 15
COc1cc(OC)cc(C(=O)N(Cc2nc(-c3cccc(C)c3)no2)C(C)C)c1 | 20 | . | 0.8 | -2 | -12 | . | 6 | 7 | -35
CN(CC(=O)Nc1ccccc1C(F)(F)F)C(=O)c1cc(Cl)nc2ccccc12 | 18 | -1 | 1.8 | -1 | -11 | -11 | 8 | 2 | -4
CCC(C)[C@H](NC(=O)N1CCn2c1nc1ccccc12)C(=O)NCC1CCCO1 (stereo not given in full) | 13 | -5 | -0.1 | 0 | -2 | -26 | 2 | -4 | -15
CC(=O)Nc1nc(=S)n(-c2ccccc2)[nH]1 | 8 | 3 | 0.0 | -4 | -3 | -4 | 10 | 1 | 5
CC(C)(C)OC(=O)NCc1ccc(NC(=O)c2nc[nH]c2C(=O)N[C@@H](Cc2ccccc2)C(=O)OC(C)(C)C)cc1 | 30 | -7 | 1.2 | 1 | -16 | -32 | 23 | 42 | 13
CCc1nc2sc3ccccc3c(=O)c2c(=O)n1Cc1ccco1 | 6 | -8 | -0.3 | 0 | 3 | -21 | 18 | 1 | 4
COC(=O)c1ccc(CCc2cc(O)ccc2O)cc1 | -15 | . | 0.3 | 0 | -3 | . | . | . | 11
Cc1csc(SCC(=O)Nc2cc(C(N)=O)cc(C(N)=O)c2)n1 | 6 | -7 | 0.1 | -2 | -5 | -3 | 0 | -10 | 7
Cc1nc(NC(N)=S)sc1C(=O)Nc1ccccc1 | 17 | 0 | 0.1 | -1 | 0 | 10 | 0 | 9 | -4
COc1ccc(NC(=O)C(NC(C)=O)C(=O)NCc2ccccc2OC)cc1 (stereo not given) | 5 | -2 | 1.4 | -2 | -3 | 1 | 9 | 8 | 12
O=S(=O)(c1ccc(Br)cc1)N1CCCC1 | 26 | -8 | 1.8 | -8 | -14 | -5 | 3 | 5 | -14
COc1ccccc1NC(=O)C(=O)N/N=C/c1cccs1 | 16 | -8 | 0.8 | -4 | -1 | -15 | 1 | 21 | -8
N#C/C(=C(\O)Cc1ccccc1)c1nc2ccccc2[nH]1 | 13 | -11 | 0.8 | -1 | -2 | -15 | 15 | 18 | -35
Cc1ncc(C(O)c2ccc(N(C)C)cc2)n1Cc1ccccc1 (stereo not given) | 0 | . | 6.5 | -3 | 0 | . | 3 | -4 | 3
CC(C)C1Cc2c(C#N)c(N)sc(=S)c2CO1 (stereo not given) | 11 | 10 | 0.2 | -1 | -6 | -6 | 4 | -3 | -26
CCc1ccc2oc(-c3cc(N)ccc3Cl)nc2c1 | 2 | -8 | -0.3 | -5 | 2 | -15 | 2 | -23 | -7
C=CCSc1n[nH]c(-c2ccc(OCCCC)cc2)n1 | 5 | -7 | 1.2 | -4 | 19 | 11 | 9 | 26 | 12
COC(=O)c1ccc(C2CC(=O)Nc3cc(OC)c(OC)c(OC)c32)cc1 (stereo not given) | 14 | 2 | 0.1 | -4 | -4 | -20 | 1 | 18 | -24
COC(=O)c1sccc1NC(=S)N1CCN(C)CC1 | 18 | 0 | 0.3 | -3 | -11 | -16 | 1 | -13 | -10

Screens: PubChem, The Scripps Research Institute Molecular Screening Center
